TbREL1 inh: TbREL1 RNA ligase inhibitors, primary screen, biochemical, FRET fluorescence | RNA-editing ligase 1, mitochondrial (Trypanosoma brucei brucei), P86926 | TbREL1 RNA ligation | inhibition, % at 9.66 µM | hit rate 0.49% among 89,000 | AID 1117264, 2014;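 active = inhibition above the mean inhibition across all screened compounds plus 3 SD, cut at about 11% in these data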;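 note: 0% = plate median of test wells and 100% = NSC42067 control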
Target sequence (P86926 whole entry, looked up): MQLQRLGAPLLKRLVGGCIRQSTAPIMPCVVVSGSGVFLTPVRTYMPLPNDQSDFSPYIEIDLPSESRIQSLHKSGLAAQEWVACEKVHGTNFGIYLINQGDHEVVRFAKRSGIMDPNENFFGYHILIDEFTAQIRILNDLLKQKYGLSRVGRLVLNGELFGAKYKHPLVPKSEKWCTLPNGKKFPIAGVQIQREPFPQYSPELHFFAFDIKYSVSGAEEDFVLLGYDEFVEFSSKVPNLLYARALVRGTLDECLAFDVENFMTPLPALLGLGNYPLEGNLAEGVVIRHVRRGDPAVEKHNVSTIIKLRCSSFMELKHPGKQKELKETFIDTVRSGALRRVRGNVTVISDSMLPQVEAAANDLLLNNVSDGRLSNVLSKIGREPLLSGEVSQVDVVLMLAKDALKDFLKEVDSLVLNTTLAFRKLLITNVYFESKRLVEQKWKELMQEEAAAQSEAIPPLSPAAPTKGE
* marks the source's active call; other numbers are inactive results. The list is partial; rates above refer to the full screens.

SMILES	TbREL1 inh
CCN(CC)C(=O)Oc1ccc(OC(=O)N(CC)CC)cc1	-3
CCOC(=O)N1CCC(N2C(=O)c3cc(C(=O)NC4CCCCC4)ccc3C2O)CC1 (stereo unspecified)	3
CCOc1ccc(/C=C/C(=O)Nc2cccc(C(C)=O)c2)cc1	-4
O=C(NNC(=O)c1ccccc1Br)c1ccc(SCC2CCCO2)c([N+](=O)[O-])c1 (stereo unspecified)	7
COc1ccc(-n2c(CNc3ccc(C)cc3)nnc2SCc2ccccc2)cc1	-3
CSCCC(NC(=O)c1ccco1)C(=O)NC1CCC(C)CC1 (stereo unspecified)	0
CC(C)CN1C(=O)C(=O)N(CC(=O)N(C)CC(=O)Nc2ccc(F)cc2)C1=O	4
CN(C)/C=C/C(=O)/C=C/c1cn(-c2ncc(C(F)(F)F)cc2Cl)c2ccccc12	-3
COC(=O)c1ccccc1COc1cccn2c(N(C)CC3CC3)c(C)nc12	-8
COc1cccc(S(=O)(=O)NCc2ccc(C(=O)Nc3ccc(Cl)c(Cl)c3)cc2)c1	1
c1cnn(-c2cc(N3CCOCC3)ncn2)c1	-1
COc1ccccc1NC(=S)NCc1ccccc1	-5
CCCCCN(C(=O)CCC(=O)OC(C)C(=O)NCc1ccccc1)c1c(N)n(CCCC)c(=O)[nH]c1=O (stereo unspecified)	-2
Cc1cc(C)c2c(n1)SCC(=O)N2CC(=O)Nc1ccccc1Cl	1
CC(C)(C)c1ccc(S(=O)(=O)N2CCC(c3cn4ccccc4n3)CC2)cc1	-1
O=C1CN=C(Nc2ccccc2Cl)N1c1ccccc1	1
CCOc1ccc(NC(=O)CSc2ccc(-c3ccco3)nn2)cc1	3
Fc1ccc(N2N=C(c3cccs3)CC2c2ccco2)c(F)c1 (stereo unspecified)	0
Cc1cccc(C)c1NC(=O)N1CCCC1C(=O)Nc1ccc(-n2cnnn2)cc1 (stereo unspecified)	2
COc1ccc(NC(=O)N(CCCN(C)C)Cc2cc3cc(OC)ccc3[nH]c2=O)cc1	2
CC(=C1C(=O)c2ccccc2C1=O)N1CCN(C/C=C/c2ccccc2)CC1	-2
Cc1ccc(-c2nnc(SCC(=O)Nc3ccc(N4CCOCC4)cc3)o2)cc1	-2
COC(=O)[C@]1(Cc2ccccc2)N[C@H](CN(C)C(=O)C2CCCCC2)[C@@H]2C(=O)N(C)C(=O)[C@@H]21	-1
O=C(CSc1ccc(Cl)cc1)Nc1ccc(N2CCN(C(=O)c3ccc(Cl)cc3)CC2)cc1	-1
COc1ccc(S(=O)(=O)Nc2c(C(=O)O)[nH]c3ccccc23)cc1OC	2

(further entries)
SMILES	TbREL1 inh
CCOc1ccc2nc(NCCNC(=S)NCCCN(C)C)c(C#N)cc2c1	-1
O=C(CN1CCN(C(=O)C2CC2)CC1)Nc1ccc(Cl)cc1F	6
CN(C)c1ccc(/C=C2\c3ccccc3C(=O)N2c2ccccc2)cn1	-1
CC(C)OC(=O)c1nnc(Cc2ccc(Cl)cc2)o1	5
CC1Cc2cc(/C=C3/SC(=S)N(C)C3=O)ccc2O1 (stereo unspecified)	-2
CCOc1ccc(NC(=O)CCN2CCN(c3ccccc3)CC2)cc1	-4
NC(=O)CC(NC(=O)c1ccc(Br)cc1)c1ccc(N2CCN(c3ccccn3)CC2)c([N+](=O)[O-])c1 (stereo unspecified)	4
CC(C)NC(=O)CCn1nnc(-c2cccs2)n1	0
CC(C)C1=CC2C3C(C(C(C)C)=CC(=O)[C@@]3(C)O)C1C(=O)C2(C)O (stereo partly specified)	-2
O=C1CCN(C(=O)Nc2ccccc2)N1	-1
O=[N+]([O-])c1ccccc1OCCNCc1ccccc1	5
COc1cc(C(=O)OCc2cccc(OC)c2OC)ccc1OCC(=O)N1CCOCC1	-3
COc1ccc(CNCC(O)COc2cccc3c2OC(C)(C)C3)cc1 (stereo unspecified)	-2
COc1ccc(N2CCN(CCNS(=O)(=O)c3ccc(Cl)s3)CC2)cc1	-5
CN(C(=O)COC(=O)c1cccnc1Cl)C1CCCCC1	5
Cc1ccc(CNC(=O)c2cccc3c2C(=O)c2ccc(N4CCC(C)CC4)cc2S3(=O)=O)cc1	-2
CCOc1cc(NC(=O)c2ccco2)c(OCC)cc1NC(=O)CCc1ccccc1OC	0
CC(NS(=O)(=O)c1ccc2ccccc2c1)c1ccccn1 (stereo unspecified)	5
CCc1ccccc1NC(=O)CNC(=O)c1cccc(S(=O)(=O)N2CCN(Cc3ccccc3)CC2)c1	-1
Cc1ccc(S(=O)(=O)Cc2ccc(C(=O)N3CCN(c4ccccn4)CC3)o2)cc1	0
CCOc1ccc(C(=O)Nc2cccc(-c3cc4ccccc4oc3=O)c2)cc1[N+](=O)[O-]	1
CN(C)C(=O)N1CCN(C(=O)N(C)C)CC1	6
CCN(CC(=O)Nc1ccccc1OC)C(=O)CSCC(=O)Nc1cccc(C)c1	2
C=CCC[C@H](Cc1ccc(F)cc1)C(=O)OC[C@H](Cc1c[nH]c2ccccc12)NC(=O)[C@@H](CC=C)CC(=O)NCCO	-5
COc1ccc([C@H]2C=C3CN(C(=O)OC(C)(C)C)S(=O)(=O)[C@H]3C[C@H]2OC(=O)c2cccs2)cc1	0

New compounds follow
SMILES	TbREL1 inh
COc1ccc(-c2cn(-c3ccc(C)cc3)c(=O)n2CC(=O)Nc2ccc(OC)c(OC)c2)cc1	-3
Cc1cc(/C=N/n2cnnc2)c(C)n1-c1ccc2ncccc2c1	-1
O=C1/C(=C\Nc2ccc(OC(F)(F)F)cc2)CCN1c1ncccn1	-6
CC(OC(=O)C1CCN(c2ccc(C(F)(F)F)cn2)CC1)C(=O)c1ccccc1 (stereo unspecified)	-2
Cc1cc(=O)[nH]c(SCC(=O)Nc2c(C)n(C)n(-c3ccccc3)c2=O)n1	2
Cc1nn(C(C)(C)C)c(OC(=O)c2ccc(Br)o2)c1Sc1ccccc1	0
CC(Sc1cccc[n+]1[O-])C(=O)Nc1cccc([N+](=O)[O-])c1 (stereo unspecified)	11
Cc1cc(C)nc(Nc2ccc(N3CCCC3)cc2)n1	-4
COc1ccc(-c2nc3c4ccccc4ccn3c2Cc2ccccc2C(F)(F)F)cc1OC	2
CCC(=O)N1CCc2cc(S(=O)(=O)N3CCN(c4ccccn4)CC3)ccc21	0
CS(=O)(=O)c1nc(S(=O)(=O)c2ccc(Cl)cc2)c(NCCN2CCOCC2)s1	-3
O=C(OC1CCOC1=O)c1ccc(-c2nc3ccccc3s2)s1 (stereo unspecified)	1
CN1C(=O)c2ccccc2N(C)C1c1ccccc1Cl (stereo unspecified)	-1
CCOC(=O)C1CCCN(c2c(NCCN(C)Cc3ccccc3)c(=O)c2=O)C1 (stereo unspecified)	-2
COC(=O)[C@]12C[C@H](CC(=O)N3CCN(C(=O)C4CC4)CC3)C(=O)N(Cc3ccc(Cl)cc3Cl)C1=C[C@H](C(C)(C)C)O[C@@H]2C	4
COCCCNC(=O)c1cc2c(=O)n3cccc(C)c3nc2n(C(C)C)c1=N	-1
CCCCc1c(O)nc2n(c1=O)CCS2	-3
Cc1cccc2cc(CN(CC3CCCO3)C(=O)c3ccncc3)c(=O)[nH]c12 (stereo unspecified)	0
O=C(NC1CCS(=O)(=O)C1)c1sc2ccccc2c1Cl (stereo unspecified)	-2
CCOc1ccc(NC(=O)CCC(=O)N2CCSc3ccccc32)cc1	-4
Cc1cc(C)c2c(c1)N[C@H](c1cccs1)[C@@H]1CCO[C@H]21	-6
Cc1ccc(NC(=O)C(CC(=O)O)C2CCCO2)c(C)c1 (stereo unspecified)	1
CC(CCc1ccccc1)N(C)CC(O)c1cccc([N+](=O)[O-])c1 (stereo unspecified)	2
COC(=O)c1ccc2nc(-c3ccc(C)cc3)c(Cc3ccc(C)cc3)n2c1	1
Cc1ccc(C2C3=C(CC(C)(C)CC3=O)Nc3onc(C)c32)cc1 (stereo unspecified)	-1

14 structures out of the list, ordered by count of non-hydrogen atoms, rising:
SMILES	TbREL1 inh
CCCCc1c(O)nc2n(c1=O)CCS2	-3
CN1C(=O)c2ccccc2N(C)C1c1ccccc1Cl (stereo unspecified)	-1
Cc1ccc(NC(=O)C(CC(=O)O)C2CCCO2)c(C)c1 (stereo unspecified)	1
CC(Sc1cccc[n+]1[O-])C(=O)Nc1cccc([N+](=O)[O-])c1 (stereo unspecified)	11
O=C(OC1CCOC1=O)c1ccc(-c2nc3ccccc3s2)s1 (stereo unspecified)	1
Cc1ccc(C2C3=C(CC(C)(C)CC3=O)Nc3onc(C)c32)cc1 (stereo unspecified)	-1
O=C1/C(=C\Nc2ccc(OC(F)(F)F)cc2)CCN1c1ncccn1	-6
CCOc1ccc(NC(=O)CCC(=O)N2CCSc3ccccc32)cc1	-4
Cc1cc(=O)[nH]c(SCC(=O)Nc2c(C)n(C)n(-c3ccccc3)c2=O)n1	2
COCCCNC(=O)c1cc2c(=O)n3cccc(C)c3nc2n(C(C)C)c1=N	-1
CC(OC(=O)C1CCN(c2ccc(C(F)(F)F)cn2)CC1)C(=O)c1ccccc1 (stereo unspecified)	-2
COc1ccc(-c2nc3c4ccccc4ccn3c2Cc2ccccc2C(F)(F)F)cc1OC	2
COc1ccc(-c2cn(-c3ccc(C)cc3)c(=O)n2CC(=O)Nc2ccc(OC)c(OC)c2)cc1	-3
COC(=O)[C@]12C[C@H](CC(=O)N3CCN(C(=O)C4CC4)CC3)C(=O)N(Cc3ccc(Cl)cc3Cl)C1=C[C@H](C(C)(C)C)O[C@@H]2C	4

Going on with the list.
SMILES	TbREL1 inh
COc1ccc(-n2c(SCC(=O)Nc3ccc(Oc4ccccc4)cc3)nnc2-c2ccc(C)cc2)cc1	2
COCCNC(=O)c1ccc2c3n(nc2c1)-c1ccc(C)cc1CO3	-3
O=C(NCCNc1ccc([N+](=O)[O-])cc1)c1ccccc1F	1
O=C(COC(=O)CNC(=O)c1ccc(-c2ccccc2)cc1)NCc1ccco1	-2
Cc1occc1C(=O)O/N=C(\N)c1ccc(Cl)cc1	0
O=C(NC(Cc1ccc(F)cc1)C(=O)O)c1ccccc1 (stereo unspecified)	-1
CC(C)CNc1nc(S(=O)(=O)c2ccccc2)c(Cl)s1	1
CCc1cnccc1CCC(=O)Nc1ccccc1C	-1
Cc1ccc(NC(=O)[C@@H]2CCCN2S(=O)(=O)c2ccccc2F)cc1	1
COc1ccc(NC(=O)Cc2ccccc2F)cn1	4
Cc1cc(Cl)ccc1OCC(=O)N/N=C1\CCCc2ccccc21	0
CCOC(=O)CC(=O)CSc1nc2c(cc1C#N)CCCCC2	1
COc1cccc(NC(=O)CCC2CCN(C(=O)c3cccc(NC(C)=O)c3)CC2)c1	1
Cc1cc(NC(=O)COC(=O)c2cnccn2)ccc1Br	-2
Cn1nnc2c[n+](CC(=O)c3ccc4ccccc4c3)cc(Br)c21	4
CC(C)OC(=O)CC(=O)CSc1nc2c(cc1C#N)CCCCCC2	-3
CC(NC(=O)Cn1cnnn1)c1cccc(C(F)(F)F)c1 (stereo unspecified)	0
c1cncc(CNc2ncnc3ccc(-c4ccc5c(c4)OCCO5)cc23)c1	3
CCOCCCNC(=O)C(c1ccc(OC)cc1)N(Cc1ccc2c(c1)OCO2)C(=O)CNC(C)=O (stereo unspecified)	-2
Cc1ccc(SCC(=O)OCC(=O)NCc2ccco2)cc1	1
OCCNCC(O)Cn1ccc2ccccc21 (stereo unspecified)	0
CN(C)c1ccc(CN2CCCC(O)C2)cc1 (stereo unspecified)	-1
CCOC(=O)C1(C)CCCN(C(=O)c2ccccc2OC(F)(F)F)C1 (stereo unspecified)	-1
CCN(CC)S(=O)(=O)c1ccc(N2CCOCC2)c(NC(=O)COc2ccccc2C)c1	-1
CCS(=O)(=O)c1ccc(O)c(NC(=O)COc2ccc(OC)cc2)c1	-4

Further records follow.
SMILES	TbREL1 inh
N#CC(C#N)=Cc1ccc(OCC(=O)N2CCOCC2)cc1	0
Cc1cccc(NC(=O)C2c3ccccc3C(=O)N3CCc4ccccc4C23)n1 (stereo unspecified)	6
COc1ccccc1N1CCN(C(=O)CN2C(=O)c3ccccc3C2=O)CC1	2
COc1ccc(CNC(=O)C(=O)NCCCn2ccnc2)cc1	0
CN1CCCCC(NC(=O)CSc2ccccc2)C1=O (stereo unspecified)	-1
O=[N+]([O-])c1cccnc1N1CCC(c2cc(-c3ccc(Cl)cc3)n[nH]2)CC1	2
O=C(CCN1C(=O)c2cccc3cccc(c23)C1=O)Nc1ccon1	-4
Cc1ccc(OCc2nnc(SCC(=O)Nc3cc(C)on3)n2C)cc1	-1
O=C(CNC(=O)c1cccs1)N/N=C/c1cccc(Br)c1	-2
COc1ccc(-c2sc3ccccc3c2-c2ccc(OC)cc2F)cc1	0
Cc1ccccc1NC(=O)OC1CC2CC1[C@H]1CCCCN1[C@H]2Cc1ccccc1 (stereo partly specified)	-2
COc1ccc(S(=O)(=O)N(CC(=O)NC2CCCCC2)c2ccc(F)cc2)cc1	-3
O=C(CSc1cn(CCNC(=O)c2ccccc2F)c2ccccc12)NCC1CCCO1 (stereo unspecified)	-5
O=C(COc1ccc(S(=O)(=O)N2CCOCC2)cc1Cl)N1CCCC1	2
COc1cc(-c2cc(NC(C)=O)c3ncc(-c4ccc(C(C)=O)cc4)n3c2)cc(OC)c1OC	-4
COc1ccc(C(C)=O)cc1CC(=O)Nc1ccccc1-c1ccccc1	4
CCOC(=O)N1CCC(NC(=O)CSCc2nc(-c3ccc(OC)cc3)oc2C)CC1	-1
CC1Sc2ccc(C(=O)NCc3cccc(C(F)(F)F)c3)cc2NC1=O (stereo unspecified)	3
C=CCOc1ccc(NC(=O)C2CC(=O)N(C(C)C)C2)cc1 (stereo unspecified)	-1
CCCC(C)C(=O)Nc1nc(C)c(-c2csc(Nc3cc(OC)ccc3OC)n2)s1 (stereo unspecified)	-5
COc1ccc(CNC(=O)CN2CCN(C(c3ccccc3)c3ccccc3)CC2)cc1	-5
O=C(COc1ccccc1F)N/N=C1\CCCc2ccccc21	0
O=C(NCCc1ccccc1)c1cccc(S(=O)(=O)N2CCCCC2)c1	0
CCN(CC)c1nc(C)nc2c1nnn2Cc1ccccc1	-2
COc1ccc(Cn2c(=O)[nH]c3cc(C(=O)NCCCN4CCCCCC4)ccc3c2=O)cc1	2

From PubChem
